PKA-R2B activ – activators of PKA-R2B holoenzyme, primary screen, biochemical, fluorescence polarization, Cy5-IP20, human; cAMP-dependent protein kinase catalytic subunit beta (Homo sapiens) + cAMP-dependent …; PKA-R2B holoenzyme dissociation; R2B truncated from residue 108, S112A mutant; 0% DMSO only, 100% 113 µM cGMP; activation, % at 11.4 µM; 340,000 tested, 0.079% active;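 active means activation above a cutoff set at the mean over all compounds plus 3 SD, cut at about 18% in these data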;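 further: higher means more holoenzyme dissociation and a rise in polarization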
PvdQ acylase – P. aeruginosa PvdQ acylase inhibitors, primary screen, biochemical, fluorescence, plate reader and imaging, single point | PvdQ acylase [Pseudomonas aeruginosa LESB58] | 340,000 tested, 0.063% active | inhibition, % at 10 µM | purified PvdQ acylase; in the data active means inhibition above about 30%, passing the limit was not always enough;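 further: 0% = vehicle neutral wells and 100% = reference inhibitor wells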
Keap1-Nrf2 PPI – Keap1-Nrf2 protein-protein interaction inhibitors, primary screen, biochemical, fluorescence polarization, single point; Kelch-like ECH-associated protein 1 (Homo sapiens), Q14145; Keap1 Kelch-Nrf2 peptide fluorescence polarization, 1536-well; inhibition, % at 9.4 µM; 340,000 tested, 0.15% active; AID 504523, 2011; in the data active means inhibition above about 12%;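 further: human Keap1 Kelch domain with fluorescein labeled Nrf2 9mer peptide probe; 0% = neutral control wells and 100% = peptide positive control; higher means more block of Keap1 binding to Nrf2 peptide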
SR-BI uptake up – activators of SR-BI mediated DiI-HDL uptake, primary screen, ldlA[mSR-BI] CHO cells, DiI fluorescence | 3 h; 100 = double the neutral-control signal | activation, % at 12.5 µM | 320,000 tested, 0.096% active | AID 504775, 2011;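 active means mean replicate activation of at least 60% and every replicate at or above 60%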;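 further: 0% = median plate neutral-control signal and 100% = twice that signal; values of inactives mirror those of a sister screen read the other way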
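Assay system: LDL receptor-deficient CHO ldlA cells overexpressing murine SR-BI / Medium: BSA-supplemented, HEPES-buffered Ham's F12, pH 7.4 / Probe or stimulus: DiI-labelled HDL at 10 µg/mL final / Timing: compound with DiI-HDL co-incubation, 3 h at 37 °C / Technique: bottom-read cell fluorescence after medium removal, ex 550/em 595 nm / Measure: HDL uptake via cellular fluorescence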
SR-BI DiI inh – inhibitors of SR-BI mediated HDL lipid uptake, primary screen, ldlA[mSR-BI] cells, fluorescence, single point; ldlA[mSR-BI] CHO cells, DiI-HDL uptake fluorescence, 3 h; inhibition, % at 12.5 µM; 320,000 tested, 0.96% active; AID 488896, 2010;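 active means mean replicate inhibition of at least 70% and a set share of replicates each scoring 70 or more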;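 further: 0% = median of neutral control wells and 100% = median of positive control wells; values of inactives mirror those of a sister screen read the other way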
DAGLB inhibitor – DAGLB lipase inhibitors, primary screen, biochemical, fluorescence, HTS. HEK293T DAGLB membrane lysate, EnzChek fluorogenic substrate. inhibition, % at 5.17 µM. 340,000 tested, 0.059% active; in the data active means inhibition above about 34%;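 further: 0% = enzyme with vehicle and 100% = wells lacking enzyme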
LANA DNA inh – inhibitors of KSHV C-LANA binding to DNA, primary screen, biochemical, fluorescence polarization, FAM-LBS DNA, MBP-C-LANA, single point; Kaposi's sarcoma herpesvirus LANA C-terminal domain (residues 932-1162) DNA binding; 340,000 tested, 0.078% active; AID 504423, 2011; inhibition, % at 9 µM;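 active means highest replicate inhibition at or above 60% at 9 µM, even if other replicates fall short; inactive means all replicates below 60% inhibition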;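 further: 0% = neutral control wells and 100% = 4 µM acridine orange control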
NSD2 HMT inh – NSD2 histone methyltransferase inhibitors, primary screen, biochemical, AlphaScreen, single concentration, set 2. 310,000 tested, 0.54% active. inhibition, % at 12.5 µM. Histone-lysine N-methyltransferase NSD2 (Homo sapiens), O96028. AID 743445, 2014. NSD2 peptide methylation, 120 min; in the data active means inhibition above about 50%
RTF Ca sens inh – cardiac RTF calcium sensitivity inhibitors, primary screen, biochemical, IANBD-TnC fluorescence, EC70 calcium. Troponin I, cardiac muscle (Homo sapiens) + Troponin T, cardiac muscle (Homo sapiens) + …. inhibition, % at 7.15 µM. IANBD-labeled cardiac RTF, Ca2+ fluorescence. 340,000 tested, 0.12% active;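 active means inhibition above the mean inhibition of all tested compounds plus 3 SD, cut at about 17% in these data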;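 further: assay run at fixed EC70 calcium of 1.6 mM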
Arrestin-AP2 inh – inhibitors of beta-arrestin/AP2 binding, primary screen, biochemical, GPCR trafficking, flow cytometry | beta-arrestin 1 C-terminal peptide binding to AP2 beta2-adaptin appendage (human) | FITC-arrestin peptide / GST-AP2 beads; AP2 beta2 appendage carries R879A mutation | inhibition, % at 10 µM | 340,000 tested, 0.31% active;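 active means inhibition above a set limit, near 3 SD of compounds lacking own fluorescence, cut at about 54% in these data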;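 further: plate controls were DMSO wells for no effect and 5 µM unlabelled arrestin peptide for full effect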
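system = GST-tagged AP2 beta2-adaptin appendage (R879A) on 4 µm glutathione beads | reagent = FITC-labelled arrestin peptide probe, 50 nM final | schedule = compound with beads 12 min RT, then probe 1 h RT | signal = HyperCyt-sampled flow cytometry, FL1 channel, ex 488/em 535 nm | read-out = percent response from loss of bead-bound FITC fluorescence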
* = called active by the depositor; x = not tested or not shown.

SMILES	PKA-R2B activ	PvdQ acylase	Keap1-Nrf2 PPI	SR-BI uptake up	SR-BI DiI inh	DAGLB inhibitor	LANA DNA inh	NSD2 HMT inh	RTF Ca sens inh	Arrestin-AP2 inh
CC(Sc1ccc2c(c1)OCCO2)C(=O)Nc1ccc(N2CCOCC2)cc1 (centres undefined)	4	-10	-7	-13	13	1	1.5	2	0	6
O=C(N/N=C1\CCCc2ccccc21)c1ccccc1Cl	2	0	-2	-16	16	0	0.0	-7	-7	12
CCn1nc(C)c(NC(=O)/C=C/c2ccc(OC)c(COc3ccc(Br)cc3)c2)c1C	2	-10	-1	-18	18	0	0.5	x	-2	1
CC1CCN(C(=S)NC(=O)c2ccco2)CC1	5	-8	3	22	-22	1	0.1	7	-6	-24
CC(=O)N1CCN(C(=S)Nc2ccc(SC(F)F)cc2)CC1	-4	0	1	-14	14	2	-1.9	3	-2	-11
O=C(CN1C(=O)CSc2ccccc21)Nc1ccccc1C(=O)N1CCOCC1	-11	-18	-4	26	-26	-1	-2.9	-2	-7	-3
COc1ccc(-c2cc(CS(=O)(=O)c3ccccc3)on2)cc1	5	-11	-9	-1	1	0	-0.8	-1	-7	7
C=CCSc1ncc(C(=O)OCC)c(N)n1	3	9	6	7	-7	-8	1.4	1	-2	0
c1ccc2c(c1)oc1c(N3CCN(Cc4ccc5c(c4)OCO5)CC3)ncnc12	-11	-9	-5	0	0	-5	-0.5	x	5	2
N#Cc1ccc(C(=O)Nc2ccc(N3CCN(C(=O)c4ccco4)CC3)cc2)c(F)c1	1	-12	-3	-52	52	2	-1.4	-1	-5	5
COc1ccc2occ(C(=O)c3coc4ccc(O)c(CN(C)C)c34)c2c1	7	-14	3	-39	39	2	1.8	5	-8	-7
CCNc1nc(NCC)n2c(SCC(=O)Nc3ccc(CC)cc3)nnc2n1	3	-2	0	11	-11	1	0.1	0	-4	-9
CCCSc1nnc2[nH]c(=O)cc(N)n12	6	-12	2	-2	2	1	-0.1	-1	-10	-8
Cc1ccc(C(=O)Oc2ccc3c(c2)ncn3C)cc1	-9	-17	2	-1	1	2	0.9	x	-9	-5
CC(C)N(Cc1ccccc1)C(=O)CN1C(=O)NC2(CCCc3ccccc32)C1=O (centres undefined)	0	7	-2	4	-4	-2	-0.5	2	0	24
COc1ccc(N(C(C)C(=O)NCCSCc2cccc(Cl)c2)S(C)(=O)=O)cc1 (centres undefined)	-12	7	-2	-24	24	-3	-5.2	-2	-7	45
CCCN1CC=C2C(C#N)=C(N)C(C#N)(C#N)C(c3cc(OC)ccc3OC)C2C1 (centres undefined)	-1	-11	-1	-11	11	0	16	12	-30	2
Nc1ccc(C(=O)NCCCSc2ccccc2)cc1[N+](=O)[O-]	1	-13	2	4	-4	2	-1.5	-2	-1	2
CC(NC(=O)CCC(=O)NC(C)C1COc2ccccc2O1)C1COc2ccccc2O1 (centres undefined)	14	-7	0	-30	30	0	-0.5	x	-7	-10
Cc1ccc2nsnc2c1S(=O)(=O)N1CCN(CCc2ccccc2)CC1	0	-3	-2	-1	1	-2	-1.3	7	-2	-2
CS(=O)(=O)N1CCN(C(=O)Cc2cccs2)CC1	-5	3	4	-3	3	-2	0.2	5	1	23
COc1ccc(Oc2ccccc2/C=N/O)cc1	4	-10	2	-1	1	0	0.8	3	-6	-9
COc1cc2c(c(OC)c1OC)C(=O)C(=Cc1ccccc1)O2	-1	-9	1	-29	29	-8	2.3	-1	-6	0
O=C(Nc1ccccc1)c1ccc(NCC2CCCO2)c([N+](=O)[O-])c1 (centres undefined)	-13	-2	2	-14	14	1	-1.1	-4	3	-5
COc1ccc(C(=O)OC(C)C(=O)NC(C)CCc2ccccc2)cc1OC (centres undefined)	-3	-5	4	11	-11	-1	-0.3	-1	2	-14

Following part
SMILES	PKA-R2B activ	PvdQ acylase	Keap1-Nrf2 PPI	SR-BI uptake up	SR-BI DiI inh	DAGLB inhibitor	LANA DNA inh	NSD2 HMT inh	RTF Ca sens inh	Arrestin-AP2 inh
CCN(CC)C(=S)SCC(=O)NC12CC3CC(CC(C3)C1)C2	-7	-12	-4	1	-1	-9	-0.7	-3	1	3
C=CCNC(=S)Nc1cccc(N)c1	-7	7	-4	-11	11	0	1.1	-2	0	x
O=C(CN1CCN(c2ccc(F)cc2)CC1)NCc1ccc(Cl)cc1	7	-5	-1	18	-18	-1	0.4	2	-4	13
CCc1ccc(NC(=O)CSCc2ccc(C(=O)O)cc2)cc1	2	10	-4	16	-16	3	1.4	-1	-9	25
CC(C)C(NS(=O)(=O)c1cccc2nsnc12)C(=O)NCc1ccco1 (centres undefined)	0	0	-1	x	x	1	1.1	x	-11	3
COc1cc(/C=C/CO)cc(OC)c1O[C@@H]1O[C@H](CO)[C@@H](O)[C@H](O)[C@H]1O	-2	6	5	20	-20	-2	0.4	x	0	20
CC(=O)c1c(C)[nH]c(C(=O)OCc2ccc(F)cc2Cl)c1C	7	-12	-2	-44	44	-2	-0.7	x	-8	-16
O=C(O)c1ccc2c(c1)C(=O)N(C(Cc1ccccc1)C(=O)O)C2=O (centres undefined)	-10	-13	-6	11	-11	-1	-1.0	0	-9	-5
COc1ccc(CC(=O)Nc2cc(Cl)ccc2O)cc1	-5	-6	0	8	-8	1	0.8	-3	0	1
Cc1ccc(/C=N/NC(=O)CNC(=O)c2ccc(S(=O)(=O)N3CCCC3)cc2)o1	2	-12	-4	-60	60	1	-2.1	1	-22	-1
C#CCOCCOCCOCCNc1nc(N2CCN(C(=O)[C@H]([C@@H](C)CC)n3cc(CCCCN)nn3)CC2)nc(N2CCN(C(=O)[C@H](C)n3cc(CCC(=O)O)nn3)CC2)n1	5	-11	0	17	-17	2	1.8	x	1	0
O=C(O)c1ccc(/C=C2\SC(=S)N(Nc3ccccc3)C2=O)cc1	5	-22	-4	0	0	3	0.7	-32	-4	11
O=[N+]([O-])c1ccc(Cl)c(/C=N/n2c(-c3ccncc3)n[nH]c2=S)c1	4	-16	-1	6	-6	0	0.7	5	3	-37
CCN(CC)S(=O)(=O)c1ccc(-c2nnc(SCC(=O)N3CCOCC3)o2)cc1	-14	-2	-2	-2	2	0	-1.4	x	-6	-16
CCOc1ccc(NC2c3ccccc3C(=O)N2Cc2ccco2)cc1 (centres undefined)	6	-23	-3	-25	25	2	0.9	x	-2	-2
CCN1CCN(Cc2ccc(NC(=O)Nc3ccccc3)cc2)CC1	-6	-6	5	0	0	1	-0.9	x	0	16
O=C(c1ccc2c(=O)n3c(nc2c1)CCC3)N1CCN(S(=O)(=O)c2ccccc2Br)CC1	-11	-15	0	-14	14	0	0.5	5	-5	-7
O=C(N/N=C/c1cccnc1)C1CCCCC1	-6	-14	-2	-13	13	-2	0.3	3	-12	4
CC(=O)c1c(C)n(-c2ccc(N(C)C)cc2)c2ccc(OCC(N)=O)cc12	3	-1	1	-13	13	0	-0.1	0	0	-5
Clc1ccc(OCc2nn[nH]n2)cc1	0	-16	-1	25	-25	2	-0.6	-1	-4	-9
COc1ccc(C2NC(=S)NC(C)=C2C(=O)Nc2ccccn2)cc1OC (centres undefined)	1	-7	0	21	-21	-1	0.1	-3	-10	3
Cc1nn(-c2ccccc2)c(Cl)c1/C=C1/C(=N)N2N=C(C(C)C)SC2=NC1=O	-6	2	-2	-12	12	6	0.3	10	-23	1
COc1ccc(CCN2C(=O)NC(NC(C)=O)(C(F)(F)F)C2=O)cc1OC (centres undefined)	-9	-15	-5	-1	1	-1	0.4	-3	-10	2
COc1cc(-c2nnc(SCc3cc(=O)oc4cc(O)c(O)cc34)o2)cc(OC)c1OC	0	-15	-3	27	-27	13	7.9	83*	30*	10
CC(=O)c1c(C)nc(-c2ccc3c(c2)OCO3)n1O	3	-8	-1	12	-12	3	0.8	8	-2	-4

More structures follow.
SMILES	PKA-R2B activ	PvdQ acylase	Keap1-Nrf2 PPI	SR-BI uptake up	SR-BI DiI inh	DAGLB inhibitor	LANA DNA inh	NSD2 HMT inh	RTF Ca sens inh	Arrestin-AP2 inh
COc1ccc(C(=O)Nc2ccccc2C(=O)N2CCOCC2)cc1OC	2	-12	-4	x	x	0	-0.2	-5	-16	-4
O=C(O)c1cc(-c2ccc(/C=C3\NC(=O)N(c4ccccc4)C3=O)o2)ccc1Cl	-1	-6	3	x	x	0	7.7	x	-5	-9
Cc1nc2cc(Cl)c([N+](=O)[O-])cc2s1	2	12	2	39	-39	0	4.0	-1	2	x
CCOc1ccccc1NC(=O)c1nc(S(=O)(=O)Cc2ccccc2)ncc1Cl	-8	-16	-5	10	-10	-3	0.2	-2	-5	1
Cc1ccccc1NC(=O)CCC(=O)OCC(=O)c1ccc(-c2ccccc2)cc1	-9	10	-3	x	x	0	-0.6	-2	-3	14
CCOC(=O)C1CCN(C(=O)c2ccc3c(c2)NC(=O)/C(=C/c2ccccc2)S3)CC1	-4	9	2	-10	10	-1	4.9	19	-4	13
CC12C=CC(=O)C=C1C(F)CC1C3CCC(O)(C(=O)CO)C3(C)CC(O)C12F (centres undefined)	-13	-5	4	3	-3	1	2.2	-1	-6	-5
Cc1ccc(S(=O)(=O)Nc2cccc(-n3cnnn3)c2)cc1C	-2	-1	-3	-2	2	5	-0.7	3	3	-12
CCCCSCc1cc(C(=O)O)oc1C(C)(C)C	9	-14	-7	3	-3	3	1.1	2	-5	-3
Cc1ccc(Cl)cc1N1CCN(C(=O)CSc2nnc3n2C(C)(C)Cc2ccccc2-3)CC1	1	-6	-1	-37	37	0	0.2	-3	-8	5
CC(=O)N1CCc2cc(S(=O)(=O)CCC(=O)N3CCN(c4ccccn4)CC3)ccc21	-3	-8	-2	-4	4	0	-0.4	-1	-1	0
CC(C)NC(=O)CCS(=O)(=O)c1cccc2nonc12	-11	-7	-4	-8	8	1	-1.7	x	5	1

An unsorted share of the library. Share with any hit: about 2.1%.
